Assay outcomes (PubChem BioAssay)
procasp3 activ: procaspase-3 (human) activation; P42574; recombinant procaspase-3 D3A, Ac-DEVD-pNA absorbance 405 nm; activation, % at 8.5 µM; actives 0.11% (n = 330,000); AID 463141;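 active = activation above the mean of all tested compounds plus 3 SD, cut at about 21% in these data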;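 also: 0% = DMSO alone and 100% = DMSO wells spiked with extra 5 µM PC-3 D3A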
Target sequence (P42574 whole entry D9A/D28A/D175A): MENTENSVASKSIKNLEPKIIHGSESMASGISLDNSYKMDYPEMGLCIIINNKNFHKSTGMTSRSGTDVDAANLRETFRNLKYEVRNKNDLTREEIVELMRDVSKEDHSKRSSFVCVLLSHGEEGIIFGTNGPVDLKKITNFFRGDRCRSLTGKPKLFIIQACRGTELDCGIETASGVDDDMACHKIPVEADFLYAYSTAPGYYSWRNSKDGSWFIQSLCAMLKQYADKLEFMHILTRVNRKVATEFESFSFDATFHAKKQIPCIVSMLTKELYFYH
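Test system: Procaspase-3 D3A mutant, all three cleavage aspartates alanine | Dosing: Single dose, 8.5 µM nominal compound, 0.8% DMSO | Schedule: 1 h preincubation, 2 h reaction | Technique: 405 nm absorbance of p-nitroaniline, reads at 0 and 120 min | Repeats: One well per compound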
MEP2 TOR yeast: yeast TOR pathway MEP2-GFP modulation | S. cerevisiae MEP2-GFP strain, flow cytometry GFP, 3 h; 100% = DMSO control level | actives 0.51% (n = 330,000) | AID 2016 | GFP response vs DMSO, % at 10 µM;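 active = GFP response versus DMSO above a set limit, roughly screen mean plus 3 SD, cut at about 180% in these data; inconclusive = fewer than 70 cells counted for a yeast strain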;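 also: median GFP fluorescence of the barcode-gated MEP2-GFP cells per well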
LAP4-GFP MLPCN: modulators of TOR pathway LAP4-GFP in S. cerevisiae | actives 0.34% (n = 320,000) | S. cerevisiae LAP4-GFP multiplex, flow cytometry GFP, 3 h; median GFP as percent of DMSO wells | GFP response vs DMSO, % at 10 µM | AID 2023;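 active = GFP response vs DMSO above a set limit, about the screen mean plus 3 SD, cut at about 150% in these data; inconclusive = under 70 cell events counted for the yeast strain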
AHR act: human AHR activation. AHR-responsive luciferase reporter cells, luminescence. activation, % at 5 µM. actives 2.5% (n = 320,000); in the data active = activation above about 47%;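 also: 0% = vehicle wells and 100% = reference agonist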
JMJD2C inh: blocks human GASC-1 demethylase activity; Q9H3R0; GST-JMJD2C(1-420) H3K9me3 demethylation, DELFIA europium; inhibition, % at 2.35 µM; actives 0.069% (n = 330,000); AID 2099;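 active = more than half of a compound's replicate wells show inhibition beyond 50%, single wells judged on their own value; inconclusive = some, but no more than half, of replicates pass 50% inhibition; inactive = no replicate passes 50% inhibition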;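 also: signal counts dimethyl H3K9 product captured on neutravidin plate; 0% = median of DMSO wells and 100% = 0.3 times that DMSO median; strong numbers were not always called active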
Target sequence (Q9H3R0 1-420 limits assumed): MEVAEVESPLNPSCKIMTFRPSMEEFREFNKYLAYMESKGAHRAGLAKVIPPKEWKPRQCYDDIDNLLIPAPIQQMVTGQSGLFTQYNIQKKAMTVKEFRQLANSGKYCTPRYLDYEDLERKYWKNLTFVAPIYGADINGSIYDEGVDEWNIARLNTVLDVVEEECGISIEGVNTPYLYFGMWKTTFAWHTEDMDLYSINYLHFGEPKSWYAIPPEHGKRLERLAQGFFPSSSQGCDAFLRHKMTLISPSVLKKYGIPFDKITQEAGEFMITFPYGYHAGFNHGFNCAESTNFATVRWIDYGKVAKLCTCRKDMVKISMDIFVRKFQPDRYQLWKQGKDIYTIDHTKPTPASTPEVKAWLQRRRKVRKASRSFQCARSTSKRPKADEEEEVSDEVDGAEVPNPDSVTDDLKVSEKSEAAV
proCasp7 act: activates human procaspase-7, counter-screen for procaspase-3 activators | P55210 | recombinant procaspase-7, Ac-DEVD-pNA absorbance 405 nm; D23A/D198A/D206A triple mutant, cannot self-cleave; scale: DMSO 0, 5 µM enzyme 100 | activation, % at 8.5 µM | actives 0.093% (n = 330,000) | AID 463210;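 active = percent activation above the screen-wide mean plus 3 SD, cut at about 25% in these data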
Target sequence (P55210 whole entry D23A/D198A/D206A): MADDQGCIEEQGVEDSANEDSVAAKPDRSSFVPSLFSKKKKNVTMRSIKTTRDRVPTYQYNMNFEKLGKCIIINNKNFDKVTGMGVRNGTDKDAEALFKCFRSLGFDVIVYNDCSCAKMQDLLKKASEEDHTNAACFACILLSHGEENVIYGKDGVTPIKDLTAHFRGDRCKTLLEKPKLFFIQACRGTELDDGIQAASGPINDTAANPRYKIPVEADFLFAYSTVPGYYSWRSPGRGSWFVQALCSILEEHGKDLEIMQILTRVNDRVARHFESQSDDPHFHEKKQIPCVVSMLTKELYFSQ
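Assay system – Uncleavable procaspase-7 mutant enzyme · Quantity – 2 µM procaspase-7 mutant as dispensed · Times – 1 h preincubation, 2 h reaction · Dosing – single nominal 8.5 µM compound dose, 0.8% DMSO final · Buffer or medium – Zinc-free 50 mM HEPES buffer, pH 7.4, with NaCl and Triton X-100 · Detection – Epi-absorbance of released pNA at 405 nm, two timepoints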
RPL19A-GFP yeast: modulators of TOR pathway RPL19A-GFP in S. cerevisiae | S. cerevisiae RPL19A-GFP strain, flow cytometry, 3 h; active compounds read low | percent response vs DMSO, % at 10 µM | AID 2025 | actives 0.3% (n = 330,000);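 active = percent response vs DMSO below 50%; inconclusive = fewer than 70 events counted for the yeast strain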;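 also: median channel GFP fluorescence of the barcoded RPL19A-GFP strain; ratio of sample median GFP to plate DMSO average so 100% = DMSO; lower means less RPL19A-GFP as with rapamycin TOR inhibition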
CR mimetic SO: lowers age-related superoxide in aged yeast cells; S. cerevisiae aged cells, superoxide DHE fluorescence; active compounds read low; superoxide response (% of plate mean), % at 10 µM; actives 0.18% (n = 330,000); AID 2690;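 active = superoxide response under a set limit, about three screen SD below normal, cut at about 65% in these data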;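 also: yeast aged for seven days with compound at 30 °C before DHE staining; 100% = average MFI of all compound-treated wells on the plate with controls excluded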
An asterisk follows results filed as active; ? = inconclusive; nt = no result given; [ ] = another dose, or the depositor's remark.

SMILES	procasp3 activ	MEP2 TOR yeast	LAP4-GFP MLPCN	AHR act	JMJD2C inh	proCasp7 act	RPL19A-GFP yeast	CR mimetic SO
COc1ccc(C2=NN(CC(=O)NCC(OC)OC)C(=O)CC2)cc1	-7	106	96	-1	5	-1	106	104
Cc1ccc(NC(=O)CSCC(=O)NC2(C)CCS(=O)(=O)C2)cc1 (stereo unspecified)	-3	100	106	0	-6	5	100	96
COc1cc(/C=C2\C(=O)N(c3ccccc3)N=C2C)ccc1Oc1ccc([N+](=O)[O-])cc1[N+](=O)[O-]	-1	97	98	8	17	11	97	107
COc1cccc(NC(=O)c2ccccc2NS(C)(=O)=O)c1	7	122	94	3	-4	1	95	90
O=S(=O)(c1ccc(NC(=S)NN=C(C2CC2)C2CC2)cc1)N1CCOCC1	-8	108	101	1	7	-10	108	103
COc1ccc2cc(S(=O)(=O)N3CCCCCC3)ccc2c1	-11	93	103	4	8	9	88	102
COc1cc(/C=N/NC(=O)c2ccc(O)cc2)ccc1OCC(=O)N1CC(C)OC(C)C1 (stereo unspecified)	-3	98	90	9	0	-4	95	101
CCOc1ccc(C(=O)Nc2nnc(C3=COCCO3)o2)cc1	3	85	84	10	3	2	100	97
Cc1ccc(Nc2nc(C)c3c(n2)CC(C)CC3=O)c(C)c1 (stereo unspecified)	-18	108	115	4	-5	3	95	100
O=C(O)c1cccc(-c2ccc(/C=N/Nc3ccc([N+](=O)[O-])cc3)o2)c1	-12	107	111	41	0	-3	104	95
Cc1ccc(-c2nnc(SCC(N)=O)nc2-c2ccc(C)cc2)cc1	-1	100	108	-1	25	-8	94	113
Cc1cccc(CCNS(=O)(=O)c2ccc3c(c2)oc(=O)n3C)c1	3	99	100	1	5	4	99	94
COCc1ccc(C(=O)N2CCCC(C(=O)c3ccc(Cl)cc3C)C2)o1 (stereo unspecified)	-4	103	95	0	8	12	96	114
CC(C)C(C(=O)NC1CCCC1)N(CC1CCCO1)C(=O)CNS(=O)(=O)c1ccccc1 (stereo unspecified)	9	150[may fluoresce violet]	68[may fluoresce violet]	0	-2	0	79[may fluoresce violet]	93
O=C(Nc1ccc(S(=O)(=O)N2CCOCC2)cc1)c1ccccc1Br	4	107	84	5	9	-1	109	102
Cc1cc(NC(=O)CCCOc2ccc(Cl)cc2Cl)no1	11	97	98	1	9	4	96	90
O=c1c2[nH]c3ccccc3c2ncn1Cc1ccco1	6	112	104	17	3	9	94	84
Cc1c(C(=O)OCC(=O)N(C)c2ccccc2)cccc1[N+](=O)[O-]	3	96	109	2	3	-2	96	97
COc1ccccc1Nc1nnc(C)c(=O)[nH]1	3	101	98	-1	-2	-4	99	94
CN(C)C(CNC(=O)CCc1nc2ccccc2s1)c1ccccc1 (stereo unspecified)	5	104	91	-1	4	-9	93	111
CCC(=O)Nc1nnc(S(=O)(=O)N(C)c2ccccc2)s1	nt	116	95	nt	6	nt	107	118
Cc1ccc(C(=O)NC(=C(Cl)Cl)S(=O)(=O)c2ccccc2)cc1	-2	105	98	-1	-4	-3	102	112
Cn1cc(P(=O)(N2CCOCC2)N2CCOCC2)cc1P(=S)(N1CCOCC1)N1CCOCC1	-7	92	82	-1	4	-15	91	99
COc1ccc(N(C(=O)C(C)C)S(=O)(=O)c2ccc(Cl)cc2)cc1	4	102	95	-1	17	3	102	100
COc1cccc(-n2c(SCC(=O)N3CCOCC3)nc3c([nH]c4ccccc43)c2=O)c1	4	111	99	27	4	1	107	102

New compounds follow.
SMILES	procasp3 activ	MEP2 TOR yeast	LAP4-GFP MLPCN	AHR act	JMJD2C inh	proCasp7 act	RPL19A-GFP yeast	CR mimetic SO
O=C(c1cnn2c(C(F)F)cc(-c3ccccc3)nc12)N1CCc2ccccc2C1	3	104	91	1	1	-7	101	116
Brc1ccc(OCCCOc2cccc3cccnc23)cc1	-7	104	105	4	-6	-7	97	98
COc1cccc(CC(=O)NCC2(N3CCCCC3)CCCCC2)c1	-2	100	99	0	-3	8	97	103
O=C(COC(=O)c1ccncc1)Nc1cc(Cl)ccc1Cl	4	87	98	0	3	1	100	99
Cc1cc(NC(=O)c2ccc(Cl)cc2)no1	9	112	111	-1	-3	-3	107	94
O=C1/C(=C\c2cccs2)Sc2ccc3ccccc3c21	-21	95	98	62*	-4	-10	100	101
Cc1ccc(S(=O)(=O)NNC(=O)c2cc3cc4ccccc4nc3s2)cc1	5	598*[may fluoresce violet]	93[may fluoresce violet]	15	-2	3	45*[may fluoresce violet]	88
Cc1cccc(NC(=O)Cn2c(=O)oc3ccccc32)c1C	6	110	94	-1	14	-1	108	106
CC(NC(=O)C1CCN(C(=O)[C@@H]2Cc3ccccc3CN2)CC1)c1ccccc1 (stereo partly specified)	2	109	103	1	6	-2	100	84
COc1cccc(-n2nnc3c(=O)n(Cc4ccc(Br)cc4)cnc32)c1	6	98	113	4	?	6	96	118
COc1ccc2c(c1)CCc1c(C(=O)N3CCCC3)noc1-2	5	95	98	-18	-9	5	nt	99
COc1ccc(-c2n[nH]c(C)c2-c2ccc(OC)c(OC)c2)c(O)c1	-4	85	84	12	-15	3	84	90
COc1ccc(CCNC(=O)COc2ncnc3ccccc23)cc1OC	-3	102	105	0	35	-3	98	96
CCOC(=O)c1cc2sccc2n1CC(=O)N1c2ccccc2CC1C (stereo unspecified)	-9	101	97	-3	11	-5	98	92
Clc1ccccc1CN(Cc1ccco1)Cc1nnnn1C1CCCC1	-5	101	97	45	-4	-5	94	109
CCOC(=O)N1CCN(S(=O)(=O)c2cc3c(cc2C)NC(=O)CO3)CC1	1	109	101	1	-6	8	95	92
CC(=O)Nc1cccc(NCC(=O)Nc2cc(S(=O)(=O)N3CCCCC3)ccc2Cl)c1	7	103	91	2	-5	2	100	95
COc1ccc(-c2cc(C(=O)N/N=C/c3cccnc3)c3cc(C)cc(C)c3n2)cc1	nt	108	79	nt	0	nt	114	108
Brc1ccc(-c2csc(N3CCc4ccccc4C3)n2)cc1	-1	101	95	31	32	5	101	100
Cc1ccc(CNC(=O)CSc2nc3ccsc3c(=O)n2Cc2ccccn2)cc1	1	102	101	4	-1	1	105	103
COc1cccc(CNS(=O)(=O)c2c(C)[nH]c(C)c2C(=O)N2CCCC2)c1	7	100	93	1	-1	4	91	88
CC(C)(C)NC(=O)[C@]1(C)CCC[C@@]2(C)C3CC[C@@]4(C)C[C@]3(CCC21)CC4=O (stereo partly specified)	6	89	96	-2	-3	6	92	80
COc1ccc(C(=O)NC(=S)Nc2cc(C)ccn2)cc1[N+](=O)[O-]	-4	95	93	82*	-3	-7	93	90
CCC(CC)Nc1ccc(C(CC(N)=O)NC(=O)Cc2ccc(Br)cc2)cc1[N+](=O)[O-] (stereo unspecified)	4	91	98	2	4	-8	97	102
Cc1cccc(C(=O)c2cnc3ccccc3c2-c2ccccc2)c1	5	93	102	0	4	-4	95	94

Limited to LAP4-GFP MLPCN, AHR act and procasp3 activ (4 entries from above):
SMILES	LAP4-GFP MLPCN	AHR act	procasp3 activ
Clc1ccccc1CN(Cc1ccco1)Cc1nnnn1C1CCCC1	97	45	-5
CCOC(=O)N1CCN(S(=O)(=O)c2cc3c(cc2C)NC(=O)CO3)CC1	101	1	1
CC(=O)Nc1cccc(NCC(=O)Nc2cc(S(=O)(=O)N3CCCCC3)ccc2Cl)c1	91	2	7
COc1ccc(-c2cc(C(=O)N/N=C/c3cccnc3)c3cc(C)cc(C)c3n2)cc1	79	nt	nt

More compounds
SMILES	procasp3 activ	MEP2 TOR yeast	LAP4-GFP MLPCN	AHR act	JMJD2C inh	proCasp7 act	RPL19A-GFP yeast	CR mimetic SO
Cc1cc(C)c(C)c(SCC(=O)Nc2oc(C)c3c(C)n[nH]c(=O)c23)c1C	-3	97	106	6	-43	-2	96	110
Cc1ccc(S(=O)(=O)N2CCCCC2)cc1NC(=O)CSc1ncnc2ccccc12	3	80	92	6	3	4	105	90
COc1ccc(-n2c(=S)[nH]c3cc(C(=O)Nc4cccc(C)c4)ccc3c2=O)cc1	-4	107	95	-1	4	8	101	101
COc1cc2c(cc1NC(=O)C(c1ccccc1)c1ccccc1)CCCC2	-7	102	96	6	-7	12	99	95
Cc1nc(SCCc2ccccc2)[nH]c(=O)c1C	-1	106	105	-2	-1	5	99	94
COc1ccccc1N1CCN(C(=O)c2cc(-c3ccc(F)cc3)[nH]c2C)CC1	nt	97	83	nt	-3	nt	99	99
COC(=O)c1ccccc1NC(=O)C1CCN(S(=O)(=O)c2cc(OC)ccc2OC)CC1	4	99	87	-2	9	6	100	104
Cc1cc(C)n(-c2nc3nonc3nc2Nc2cccc(C)c2C)n1	15	100	90	23	-2	0	94	108
COC(=O)[C@@]1(Cc2ccc(OC)cc2)[C@H]2c3cc(C(=O)N4CCCC4)n(CCO)c3C[C@H]2CN1C(=O)c1ccccc1	4	99	90	-1	0	3	98	107
O=C1NC2(CCCCCC2)C(=O)N1Cc1cccc([N+](=O)[O-])c1	-4	93	103	2	-7	0	89	108
COc1ccc(CC2(CO)CCN(Cc3ccc4nsnc4c3)CC2)cc1	-1	105	104	1	68	1	105	102
COc1ccc(C(=O)N2CCOCC2)cc1S(=O)(=O)N1CCCc2ccccc21	0	107	110	12	-2	6	109	85
COc1ccc(NC(=O)CCN2CCN(C/C=C/c3ccccc3)CC2)cc1	-2	100	91	-1	12	6	104	104
O=c1c2ccccc2c(-c2ccccc2)nn1Cc1ccc(Cl)cc1	-5	99	117	0	7	11	94	109
Cc1cccc(C)c1NC1=NC(=S)N(c2ccc(N(C)C)cc2)C1(C)C	-1	100	102	2	-26	-4	100	106
O=C(Nc1cccc(Cl)c1)Nc1ccccc1-n1ccnc1	3	98	91	42	-6	10	98	82
COc1ccc(N2CCN(CCNC(=O)c3c(C)cc(=O)oc3C)CC2)cc1	2	102	88	-5	-4	-3	77	123
CC(C)=CC(=O)Nc1ccc(S(=O)(=O)Nc2onc(C)c2C)cc1	-3	108	94	-1	8	0	96	97
Cc1csc(NC(=O)c2c(-c3c(Cl)cccc3Cl)noc2C)n1	5	109	104	4	5	7	101	95
COc1ccc(C(=O)Nc2nc(-c3ccc([N+](=O)[O-])cc3)c(-c3ccc(OC)cc3)s2)cc1	2	109	96	-3	2	5	104	92
N#Cc1ccc(C(=O)OCCc2cc3ccccc3c(=O)o2)cc1	1	101	114	2	-1	6	100	91
CC1(C)CC[C@]2(CO)CC[C@]3(C)C(=CCC4[C@@]5(C)CC[C@H](O)[C@@](C)(CO)C5CC[C@]43C)[C@@H]2C1 (stereo partly specified)	1	97	90	0	30	-11	98	99
CCc1ccc(N(CC(=O)NC2CCCC2)C(=O)CCC(=O)Nc2cc(C)on2)cc1	-12	98	93	-1	12	-1	99	106
CCN(CC)S(=O)(=O)c1ccc(N2CCCC2)c(NC(=O)CN2C(=O)NC3(CCCC3)C2=O)c1	9	100	116	-1	6	6	93	90
COc1ccc(N(C(=O)CSCC(=O)Nc2cc(C)on2)C(C(=O)NC2CCCCC2)c2ccc(O)c(O)c2)cc1 (stereo unspecified)	-2	96	97	1	-19	-9	99	81
O=C(CN1CCCC1)N1c2ccccc2Sc2ccccc21	-7	104	117	5	7	-8	114	109
